COUP-TFII inh: NR2F2 transcriptional activity inhibitors, primary screen, cell-based, luciferase reporter, HEK293T, luminescence | AID 686940, 2013 | inhibition, % at 8.6 µM | hit rate 0.7% among 370,000 | HEK293T NGFI-A luciferase reporter;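 active means inhibition above a per-plate cutoff, mean inhibition of test wells between control levels plus 3 SD, cut at about 38% in these data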;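 further: cells cotransfected with COUP-TFII expression vector driving the NGFI-A reporter; 0% = median of COUP-TF2 test wells and 100% = reporter-only cells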
SRC3 inh: SRC3 coactivator transcriptional activity inhibitors, primary screen, cell-based, luminescence | Nuclear receptor coactivator 3 (Homo sapiens), Q9Y6Q9 | HEK293 GAL4-SRC3 luciferase reporter | inhibition, % at 3.6 µM | hit rate 0.17% among 360,000 | AID 588352, 2011;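 active means inhibition above a per-campaign cutoff, the mean of all compounds plus 3 SD, cut at about 60% in these data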;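 further: 0% = DMSO-treated cells and 100% = gossypol-treated cells at 36 µM; higher means less SRC3-driven luciferase light from the GAL4 reporter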
SRC1 inh: SRC1 coactivator transcriptional activity inhibitors, primary screen, cell-based, luminescence; Nuclear receptor coactivator 1 (Homo sapiens), Q15788; HEK293 GAL4-SRC1 luciferase reporter; inhibition, % at 3.6 µM; hit rate 0.12% among 360,000;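 active means inhibition above the campaign mean plus 3 SD, with each screening campaign given its own cutoff, cut at about 60% in these data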;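 further: 0% = DMSO treated cells and 100% = gossypol at 36 µM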
LMP1 NFkB inh: EBV LMP1-driven NF-kappaB luciferase reporter inhibitors, primary screen, cell-based, luminescence, single point | hit rate 0.69% among 350,000 | LMP1-induced NF-kappaB luciferase reporter cells | inhibition, % at 12.5 µM; in the data active means inhibition above about 41%;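 further: 0% = neutral control wells and 100% = reference inhibitor control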
NOD2 RIPK2 PPI: NOD2-RIPK2 binding disruptors in cells, primary screen, fluorescence, CHO cells, BLA complementation; Receptor-interacting serine/threonine-protein kinase 2 (Homo sapiens), O43353; CCF4 ratio; inhibition, % at 4.98 µM; hit rate 0.38% among 360,000; AID 624267, 2012; in the data active means inhibition above about 21%;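 further: 0% = vehicle only and 100% = reference blocker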
TLR9-MyD88 inh: inhibitors of TLR9-MyD88 association in cells, primary screen, cell-based, CHO, BLA complementation, fluorescence | hit rate 0.21% among 340,000 | CCF4 FRET ratio | inhibition, % at 4.98 µM | Toll-like receptor 9 (Homo sapiens) + Myeloid differentiation primary response protein …;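 active means inhibition above the mean over all tested compounds plus 3 SD, cut at about 21% in these data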;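 further: 0% = DMSO only wells and 100% = clavulanate BLA inhibitor control wells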
LRH-1 inv ag: LRH-1 (NR5A2) inverse agonists, primary screen, cell-based, luminescence, HEK293T, StAR-luciferase reporter | inhibition, % at 3.6 µM | LRH-1 transfected, 24 h | hit rate 0.13% among 360,000 | Nuclear receptor subfamily 5 group A member 2 (Homo sapiens), O00482;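 active means inhibition above the mean inhibition of all tested compounds plus 3 SD, cut at about 73% in these data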;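 further: 0% = DMSO wells and 100% = reporter-only cells lacking LRH-1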
TRAIL sens C8: viability loss with TRAIL in NB7+C8 cells, primary screen, TRAIL sensitizer project, cell-based, ATPlite luminescence; inhibition (viability loss, TRAIL sensitization), % at 10 µM; hit rate 1% among 360,000; AID 624354, 2012;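 active means compounds causing at least 50% loss of cell viability in the single-dose screen, relative to plate controls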
TROY NFkB inh: inhibitors of TROY-driven NF-kB signaling, primary screen, Q293 LMP1-TROYcd cells, NF-kB luciferase, uHTS; Q293 LMP1-TROYcd NF-kB luciferase reporter, 4 h; inhibition, % at 10 µM; hit rate 0.98% among 360,000;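 active means compounds whose plate-normalised and pattern-corrected inhibition of the luciferase reporter signal at the single screening dose is 50% or more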
Vif imaging: HIV Vif self-association inhibitors, primary screen, imaging, HEK293T, single point; HEK293T cells, Vif self-association by quenched fluorescence, 24 h; inhibition, % at 7.49 µM; hit rate 0.35% among 340,000; in the data active means inhibition above about 50%, passing the limit was not always enough; further: some results filed as inactive read as strong as hits
NCOA2 inhibitor: inhibition of GAL4-SRC2 driven luciferase reporter, primary screen, SRC2 inhibitor project, cell-based, luminescence; Nuclear receptor coactivator 2 (Homo sapiens), Q15596; HEK293 GAL4-SRC2 luciferase reporter; inhibition, % at 9 µM; hit rate 0.17% among 370,000; AID 651957, 2012;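 active means inhibition above the mean inhibition of all tested compounds plus 3 SD, set per campaign, cut at about 52% in these data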;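 further: 0% = DMSO treated cells and 100% = cells given Gossypol at 36 µM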
Target sequence (Q15596 whole entry, looked up, the tested form may be a part): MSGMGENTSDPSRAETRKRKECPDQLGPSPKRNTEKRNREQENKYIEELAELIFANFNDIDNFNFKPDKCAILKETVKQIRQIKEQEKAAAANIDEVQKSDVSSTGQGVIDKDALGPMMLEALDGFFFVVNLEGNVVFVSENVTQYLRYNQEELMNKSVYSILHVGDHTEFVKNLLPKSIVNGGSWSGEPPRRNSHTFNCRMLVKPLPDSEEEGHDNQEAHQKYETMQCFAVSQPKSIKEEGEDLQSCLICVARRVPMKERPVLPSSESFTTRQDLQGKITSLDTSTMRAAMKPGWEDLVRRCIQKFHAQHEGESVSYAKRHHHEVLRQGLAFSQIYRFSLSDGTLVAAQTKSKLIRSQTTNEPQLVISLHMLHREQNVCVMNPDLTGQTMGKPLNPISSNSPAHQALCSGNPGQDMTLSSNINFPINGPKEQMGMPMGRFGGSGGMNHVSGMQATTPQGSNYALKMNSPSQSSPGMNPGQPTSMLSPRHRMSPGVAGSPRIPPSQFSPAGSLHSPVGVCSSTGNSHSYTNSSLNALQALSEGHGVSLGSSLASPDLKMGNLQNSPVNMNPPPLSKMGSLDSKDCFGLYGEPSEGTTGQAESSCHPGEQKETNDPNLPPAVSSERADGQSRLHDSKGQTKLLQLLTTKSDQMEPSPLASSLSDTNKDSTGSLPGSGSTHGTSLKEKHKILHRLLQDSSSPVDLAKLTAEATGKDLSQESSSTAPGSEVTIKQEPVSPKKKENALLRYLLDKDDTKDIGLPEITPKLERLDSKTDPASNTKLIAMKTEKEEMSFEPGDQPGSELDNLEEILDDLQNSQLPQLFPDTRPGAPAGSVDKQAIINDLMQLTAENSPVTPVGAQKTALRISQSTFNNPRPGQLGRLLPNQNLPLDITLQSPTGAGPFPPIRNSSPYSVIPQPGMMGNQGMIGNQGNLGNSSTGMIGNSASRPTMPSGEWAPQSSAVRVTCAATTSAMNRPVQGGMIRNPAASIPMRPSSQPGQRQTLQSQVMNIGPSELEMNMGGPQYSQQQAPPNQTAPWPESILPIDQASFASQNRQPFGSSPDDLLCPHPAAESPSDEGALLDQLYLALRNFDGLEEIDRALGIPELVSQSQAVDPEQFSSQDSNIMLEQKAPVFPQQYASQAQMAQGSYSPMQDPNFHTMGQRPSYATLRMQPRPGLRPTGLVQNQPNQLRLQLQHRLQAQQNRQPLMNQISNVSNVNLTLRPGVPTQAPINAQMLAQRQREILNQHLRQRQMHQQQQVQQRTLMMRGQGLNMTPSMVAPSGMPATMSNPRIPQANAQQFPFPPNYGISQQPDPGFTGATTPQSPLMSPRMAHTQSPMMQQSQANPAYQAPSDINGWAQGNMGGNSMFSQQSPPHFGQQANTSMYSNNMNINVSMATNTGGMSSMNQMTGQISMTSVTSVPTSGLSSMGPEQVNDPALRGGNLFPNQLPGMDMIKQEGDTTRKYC
Active calls of the source: *; . = no result given. A portion of the library (hit frequency here may not be typical).

SMILES	COUP-TFII inh	SRC3 inh	SRC1 inh	LMP1 NFkB inh	NOD2 RIPK2 PPI	TLR9-MyD88 inh	LRH-1 inv ag	TRAIL sens C8	TROY NFkB inh	Vif imaging	NCOA2 inhibitor
CCn1c(CCCOc2ccc(Cl)cc2Cl)nnc1SCC(=O)Nc1cc(F)ccc1C	-2	-1	-58	0	6	5	-8	5	9	-2	8
CC(C)(CNC(=O)c1ccc(Cl)c(S(=O)(=O)N2CCc3ccccc3C2)c1)N1CCOCC1	65*	33	6	14	-2	4	31	30	22	-22	16
O=C(O)c1nc2ccccc2nc1C(=O)O	-17	-79	-66	-21	-10	-9	-81	1	-74	14	-23
Cc1cccc(C)c1NC(=O)C1(C)CCC(=O)N1CCCn1ccnc1 (centres undefined)	3	7	1	.	3	.	-9	1	-9	.	7
COc1cc(Br)ccc1C1CC(=O)C(C)C(c2ccc(Br)cc2OC)N1 (centres undefined)	8	4	2	-3	-3	-10	-27	9	0	-10	-18
Clc1ccc(CSc2nnc(-c3ccncc3)o2)cc1	30	39	32	4	-3	-2	18	49	34	-6	40
COc1cccc(NC2=NCC(=O)N2Cc2cccs2)c1	-3	-2	-9	-2	-6	-3	11	-1	8	12	7
CCOC(=O)[C@]12CCCC=C1N(Cc1cccc3ccccc13)C(=O)[C@H](CC(=O)NCCc1ccccc1OC)C2	-1	.	.	.	-2	.	-3	11	22	.	23
CCOc1ccc(CN2CCN(c3ncnc4scc(-c5ccccc5)c34)CC2)cc1	-4	21	13	14	4	2	-2	14	17	-5	-6
COc1ccc(-n2ncc3c(=O)n(CC(=O)OCc4ccccc4)cnc32)cc1	-7	8	0	-8	-4	-2	12	-4	-11	-12	-21
Cc1cc2cc(CNC(=O)CCC(=O)O)ccc2n1C	-2	-11	10	-4	-7	1	12	-7	-9	-4	4
C/C(=N\Nc1nc(N)cc(Cl)n1)c1ccc(F)cc1	-16	-31	-32	-5	-3	-3	-100	1	-21	-6	-14
COC(=O)CSc1nnc(COc2ccc([N+](=O)[O-])cc2)n1C	-15	3	3	-5	-10	1	-10	0	2	2	6
O=C(NC1(C(F)(F)F)NC(=O)N(C2CCCCC2)C1=O)c1ccco1 (centres undefined)	4	21	13	-2	-3	-1	-9	-3	-21	-8	-18
CCOc1ccc(Oc2ccc(C(F)(F)F)cc2N)cc1	5	-26	-21	0	-5	-5	-7	18	-19	4	-24
Cc1ccc(C2CC(c3cccs3)=NN2C(=O)CSC2=NN3CCCC(=O)N=C3S2)cc1 (centres undefined)	10	-9	-12	3	0	12	-4	12	5	-5	10
O=c1nc2n(c3ncccc13)CCC2	-4	25	13	-1	8	1	0	-5	-28	3	-29
O=[N+]([O-])c1ccc2nc(-c3ccncc3)[nH]c2c1	4	-44	-32	-23	4	5	-32	5	-45	-5	-74
COc1cccc(-c2cc(C(F)(F)F)c(C#N)c(=O)[nH]2)c1	-2	10	5	-9	-7	-4	10	4	4	-13	-25
COc1ccc(CCC(=O)N2CCN(S(=O)(=O)c3cccc(Cl)c3)CC2)cc1	16	-4	-4	8	4	-3	-19	5	0	2	-16
CCN(CC)CCCN(C(=O)c1ccco1)c1nc(-c2ccc(Cl)cc2)cs1	4	10	14	-22	10	-1	4	15	-47	22	5
CCCN(CC(=O)Nc1ccccc1C)C(=O)CC(NC(=O)c1ccccc1)c1ccccc1 (centres undefined)	11	-12	-1	-15	-1	-7	0	-8	7	1	3
Cc1cc(C)c2[nH]c3nc(SCC(=O)O)nnc3c2c1	3	-1	9	4	-5	-9	3	3	-14	-7	4
COc1ccc(NC(=S)NNc2ccc([N+](=O)[O-])cc2S(=O)(=O)Nc2ccc(C)cc2C)cc1	5	-5	7	12	-6	6	-13	20	29	0	-1
Nc1ncnc2c1ncn2[C@@H]1O[C@H](CNS(=O)(=O)c2ccc3c(c2)CCN(C(=O)C(F)(F)F)C3)[C@@H](O)[C@H]1O	-4	3	6	-4	4	-9	-2	4	-5	.	-4
The list continues:
SMILES	COUP-TFII inh	SRC3 inh	SRC1 inh	LMP1 NFkB inh	NOD2 RIPK2 PPI	TLR9-MyD88 inh	LRH-1 inv ag	TRAIL sens C8	TROY NFkB inh	Vif imaging	NCOA2 inhibitor
O=C(NC(=S)Nc1ccc(Cl)c(C(=O)O)c1)c1ccco1	3	9	10	5	0	-2	4	-20	-6	-4	1
COc1ccc(-n2c(SCC(=O)N3CCCCC3)nc(O)cc2=O)cc1	3	12	14	-4	-13	3	0	-5	-18	5	1
O=C(c1ccc(Cl)c([N+](=O)[O-])c1)N1CCN(c2ccccc2)CC1	-7	8	-23	-4	-1	-14	-9	-3	9	-1	-14
Cc1onc(-c2ccccc2Cl)c1C(=O)NCC1CCCO1 (centres undefined)	3	26	-10	-3	-15	-1	-4	-16	10	7	-5
CCOC(=O)c1sc(NC(=O)CCN2CCC(C)CC2)c(C(=O)OCC)c1C	-3	8	3	-2	5	11	7	-4	-29	-6	-24
O=C(NCC(=O)N1CCN(S(=O)(=O)c2ccc3c(c2)OCCO3)CC1)c1ccccc1Cl	-5	1	4	-3	9	-2	11	12	-28	-7	5
C=CCOc1ccc(/C=C2\SC(=S)N(C(C(=O)O)c3ccccc3)C2=O)cc1 (centres undefined)	0	8	0	-1	-15	8	-20	14	19	-12	8
CC(C)Nc1nc(NC(C)C)nc(Oc2ccc(/C=N/O)cc2)n1	7	2	1	8	-5	-2	-18	-9	10	-9	19
S=c1[nH]nc(Cc2cccs2)n1-c1cccc2ccccc12	7	15	5	6	0	7	10	-3	-2	17	3
CN1CCCN(C2C3CC4CC(C3)CC2C4)CC1 (centres undefined)	7	-23	-16	2	-8	-9	13	-3	3	13	-29
Fc1cccc(NC(=S)NNc2c3ccccc3nc3ccccc23)c1	9	12	-20	-63	-24	-15	-8	-1	14	-1	16
COc1ccc(OC(=O)C2CC(=O)N(c3ccc(C)cc3)C2)cc1 (centres undefined)	8	16	9	2	3	11	-3	6	2	1	11
CCC(=O)NCc1c(Cl)cccc1-n1cccc1	4	-11	3	0	-4	1	-2	-10	-5	0	-25
O=C(NCc1cccs1)C1CCN(c2nc3ccccc3o2)CC1	21	-2	-10	-4	-9	8	-8	5	-7	-5	-23
COC(=O)C1=C(C)Nc2ncnn2C1c1ccc(OCc2ccccc2)cc1 (centres undefined)	-10	12	-15	2	-6	-3	-13	-5	16	18	-6
Cc1csc2nc(COC(=O)CNC(=O)c3ccc(Cl)cc3)cc(=O)n12	-19	12	-5	1	-20	0	13	-9	-11	16	12
Cc1cc2c(c(=O)o1)C1(C)CC(C)(O2)c2c(cc(C)oc2=O)O1	9	.	.	.	-7	.	2	3	-5	.	-24
Cc1cccc(NCc2ccc(O)c3ncccc23)c1C	-8	0	-3	-5	-2	.	7	-2	20	15	-14
CCO[C@@H]1OC(C(=O)NCc2ccccc2)=C[C@H](c2csc3ccccc23)[C@H]1CCCO	1	-5	5	2	10	0	-32	20	-5	-3	4
Cc1ccccc1OCc1nnc(SCCN2CCCC2)n1-c1ccccc1	0	-5	-46	-18	4	-1	-27	-1	-39	-10	-9
CC(=NCCCn1ccnc1)C1=C(O)c2ccccc2C1=O	2	12	10	-11	8	6	-8	-1	-21	-4	-11
CC(NC(=O)/C(C#N)=C1\N=C(NC(=O)c2cccs2)c2ccccc21)c1ccccc1 (centres undefined)	-11	3	5	-17	0	3	6	8	-12	5	3
COc1ccc(-c2nc(CCNC(=O)c3ccco3)cs2)cc1OC	-14	-3	-3	11	-2	-4	-8	4	-8	.	-11
COc1ccc2c(c1)c(=O)cc(-c1ccccc1)n2C	-6	-31	-43	-13	8	5	1	-6	-27	-1	-29
CCOP(=O)(OCC)C(Nc1ccccc1)c1ccc2c(c1)OCO2 (centres undefined)	-9	25	15	-1	-8	6	0	-18	-24	-2	-10
(listing goes on)
SMILES	COUP-TFII inh	SRC3 inh	SRC1 inh	LMP1 NFkB inh	NOD2 RIPK2 PPI	TLR9-MyD88 inh	LRH-1 inv ag	TRAIL sens C8	TROY NFkB inh	Vif imaging	NCOA2 inhibitor
O=C(NC(=S)N1CCN(c2ccccc2)CC1)c1ccco1	9	-17	-7	-4	5	5	-19	15	-1	-10	-20
Cc1cc(C)c(NC(=O)C2C3/C=C\CCCCC32)c(C)c1 (centres undefined)	6	-1	-1	-12	-3	2	-14	12	-42	20	-15
CC1CCCCC1NC(=O)COC(=O)c1ccc2c(=O)n3c(nc2c1)CCC3 (centres undefined)	11	15	-3	-1	2	-9	8	-16	4	-1	3
O=C(NCCc1ccc(Cl)cc1)c1ncn[nH]1	11	1	3	3	8	1	1	-7	-1	9	7
COc1ccc(C2C(C(=O)Nc3ccccc3)=C(C)Nc3nc(CCCO)nn32)cc1 (centres undefined)	10	11	-2	5	-4	-3	4	-21	-3	14	-7
COc1ccccc1CNc1ncccc1[N+](=O)[O-]	-7	-18	-15	5	1	7	-18	11	-25	-1	-43
CCOC(=O)Cn1c(=O)c2c(nc(N3CCCCC3)n2Cc2ccccc2)n(C)c1=O	20	-15	0	-1	-5	-16	13	13	2	-8	35
O=C(O)c1nn(CC(=O)N2CCN(c3ncc(C(F)(F)F)cc3Cl)CC2)c(=O)c2ccccc12	7	10	-4	5	-22	9	26	-8	34	4	-3
COc1ccc(C#Cc2c(-c3ccccc3)n(-c3ccccc3)c3ccc(CO)cc23)cc1	7	-8	-1	-10	-7	1	19	24	-10	7	-11
O=C(NCc1ccco1)c1cccc(NS(=O)(=O)c2cccc(F)c2)c1	4	-4	13	11	1	-12	-16	5	0	-1	-22
Cc1cc(C(=O)Nc2cccc(O)c2)c(C)o1	-15	5	-6	2	-11	5	-35	18	4	-6	-5
CN(C)Cc1cc(C(F)(F)F)ccc1C(O)(c1ccccc1)c1ccccc1	-5	-2	6	-11	-5	3	3	18	4	37	-3
O=C(CN1CCN(c2ccccn2)CC1)Nc1cccc(C(F)(F)F)c1	-9	10	-14	14	-4	3	-12	31	-9	1	10
CCOc1ccc(N2CC(C(=O)NC3CCCCCC3)CC2=O)cc1 (centres undefined)	-6	-10	4	0	-4	9	-3	10	5	-6	-1
COc1cc(OC)cc(-c2nc(-c3cc4cc(C)ccc4nc3OC)no2)c1	11	11	-6	5	-3	-2	-4	-3	-10	2	-55
O=C(NC1C(=O)NNC1c1ccccc1)c1ccccc1 (centres undefined)	6	-31	-57	44*	6	5	-87	-11	-52	-2	-16

Single entries from the entries so far:
`CCOc1ccc(N2CC(C(=O)NC3CCCCCC3)CC2=O)cc1` (centres undefined) in COUP-TFII inh → -6
`O=[N+]([O-])c1ccc2nc(-c3ccncc3)[nH]c2c1` in NCOA2 inhibitor → -74

From PubChem BioAssay
